Screening data from PubChem.
14-3-3 Bad inh = disrupts binding of bovine 14-3-3 zeta to phospho-Bad peptide | P63103 | TR-FRET 14-3-3zeta/Dy647-pBad peptide displacement, 1 h | inhibition, % at 21.7 µM | 220,000 compounds, 0.71% hits | AID 781;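 active means inhibition above about 70%, limit read from the data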;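 further: 0% = full 14-3-3 plus peptide FRET controls and 100% = background without 14-3-3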
p47phox inh = inhibitors of human p47phox binding. P14598. p47phox/p22phox peptide binding, fluorescence polarization, 2 h. inhibition, % at 24.7 µM. 220,000 compounds, 0.53% hits. AID 1274;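 further: 0% = p47phox with labelled peptide and 100% = labelled peptide alone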
Target sequence (P14598 whole entry, looked up): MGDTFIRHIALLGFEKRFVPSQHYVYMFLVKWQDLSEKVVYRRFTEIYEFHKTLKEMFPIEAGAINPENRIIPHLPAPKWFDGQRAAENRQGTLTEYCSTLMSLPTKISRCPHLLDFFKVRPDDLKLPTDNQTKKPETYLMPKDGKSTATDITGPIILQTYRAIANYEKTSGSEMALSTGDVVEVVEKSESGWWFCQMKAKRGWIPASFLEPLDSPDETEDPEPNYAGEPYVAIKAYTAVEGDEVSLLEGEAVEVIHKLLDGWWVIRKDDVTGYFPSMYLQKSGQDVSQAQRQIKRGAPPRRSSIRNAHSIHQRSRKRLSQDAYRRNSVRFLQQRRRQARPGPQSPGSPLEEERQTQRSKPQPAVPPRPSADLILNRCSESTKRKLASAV
hK5 inh = blocks human kallikrein 5 protease activity | recombinant hK5, fluorogenic AMC substrate cleavage | inhibition, % at 5 µM | 210,000 compounds, 0.59% hits | AID 873;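 active means inhibition of 40% or more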;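 further: 0% = enzyme controls without compound and 100% = no-enzyme blanks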
KCC2 mod = KCC2 (human) Cl- transport modulation; Q9H2X9; KCC2 cells, thallium flux FluoZin-2 fluorescence; B-score of Tl+ flux slope (higher = more flux/activation; lower = inhibition) at 10 µM; 190,000 compounds, 2.2% hits;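 active means thallium flux slope and its plate-corrected score both differing from the plate sample mean at a set confidence after two filtering rounds, in either direction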;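 further: slope of fluorescence scaled to starting intensity during 10 to 20 s after thallium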
thrombin 1536 = blocks human thrombin protease activity | alpha-thrombin, Boc-VPR-AMC fluorogenic substrate cleavage | inhibition, % at 5 µM | P00734 | 220,000 compounds, 0.26% hits | AID 1046;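 active means inhibition at or above 40%; inactive means inhibition below 40%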;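 further: 0% = enzyme with no compound and 100% = wells without enzyme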
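System: human alpha-thrombin protein; Compound dosing: one concentration per compound, 5 µM, with 0.2% DMSO; Timing: reaction at room temperature; Technique: AMC fluorescence, 355/460 nm; Controls: enzyme without compound as high, wells lacking enzyme as low.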
EBV gp42 block = inhibitors of Epstein-Barr virus glycoprotein 42; Fluorescence polarization binding assay, mP read-out; inhibition, % (tested at 21.74 µM); 220,000 compounds, 0.42% hits; AID 1085; in the data active means inhibition above about 50%
Target sequence (Q1HVG2 whole entry, looked up): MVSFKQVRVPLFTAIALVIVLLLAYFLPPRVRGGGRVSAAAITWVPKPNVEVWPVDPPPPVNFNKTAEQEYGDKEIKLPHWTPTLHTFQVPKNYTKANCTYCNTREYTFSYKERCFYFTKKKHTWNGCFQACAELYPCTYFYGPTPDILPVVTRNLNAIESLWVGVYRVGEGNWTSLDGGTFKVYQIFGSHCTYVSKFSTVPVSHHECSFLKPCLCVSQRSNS
Furin inhibitor = inhibitors of human furin | P09958 | purified furin, fluorogenic substrate cleavage | inhibition, % at 30 µM | 220,000 compounds, 0.061% hits | AID 463115; in the data active means inhibition above about 25%; further: inactives centre near -15
Rad51 HR inh = blocks human Rad51 in homologous recombination; hRad51 DNA strand exchange, fluorescence dequenching; inhibition, % at 10 µM; 200,000 compounds, 0.085% hits; AID 1385;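 active means inhibition above 40% at the single screening dose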;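 further: 0% = DMSO control wells and 100% = blanks with heterologous ssDNA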
Target sequence (Q06609 whole entry, looked up): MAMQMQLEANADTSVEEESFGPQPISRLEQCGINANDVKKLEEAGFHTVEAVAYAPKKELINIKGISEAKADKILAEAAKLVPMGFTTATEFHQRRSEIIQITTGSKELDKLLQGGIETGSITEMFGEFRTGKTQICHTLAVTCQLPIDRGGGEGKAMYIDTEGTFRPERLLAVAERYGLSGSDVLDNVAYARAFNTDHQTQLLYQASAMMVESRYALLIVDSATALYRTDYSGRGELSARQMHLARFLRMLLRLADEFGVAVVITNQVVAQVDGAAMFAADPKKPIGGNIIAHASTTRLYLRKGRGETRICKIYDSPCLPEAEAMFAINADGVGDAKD
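Assay system: Human Rad51 nucleoprotein filaments preassembled on unlabelled ssDNA | Reagent: Donor/quencher-labelled 47-bp dsDNA substrate | Doses: One concentration, 10 µM final | Times: 37 °C 15-min filament assembly, 30-min compound preincubation, 15-min exchange | Technique: Fluorescein emission 520 nm, excitation 485 nm | Benchmarks: Plate control and blank wells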
eIF4E-4G inh = blocks eIF4E binding to eIF4G. P63073+Q04637. TR-FRET eIF4E-eIF4GI(517-606) binding, 2 h. inhibition, % at 21.7 µM. 220,000 compounds, 0.37% hits. AID 782;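 further: 0% = full FRET control wells and 100% = background wells lacking eIF4GI fragment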
* = called active by the depositor; · = not tested or not shown; [ ] = remark or other dose.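 How the source made its calls, unless noted: active means inhibition above about 30% (limit read from the data); inactive means the rest.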

14-3-3 Bad inh	p47phox inh	hK5 inh	KCC2 mod	thrombin 1536	EBV gp42 block	Furin inhibitor	Rad51 HR inh	eIF4E-4G inh	Compound
4	-10	0	0.75	-2	-8	-16	10	-1	Cc1ccnc2nc(C(=O)OCC(=O)N3CCc4ccccc43)nn12
-9	-5	2	0.38	-14	-20	-8	4	-1	Cc1ccc(NC(=O)N2CCCC2C(=O)NCC2CCCO2)cc1 (stereo not drawn)
-2	1	-5	-0.57	2	-11	-14[20 µM]	8	1[fluorescence artefact?]	CCCCn1c(SCC(=O)NCc2ccco2)nc2c1c(=O)n(C)c(=O)n2C
5[fluorescence artefact?]	1	-2	-0.86	-7	5	-15	6	1[fluorescence artefact?]	Cc1ccc(C(=O)NN2C(=O)C3C4c5ccccc5C(c5ccccc54)C3C2=O)cc1 (stereo not drawn)
-4[fluorescence artefact?]	-14	-23	0.58	-6	3	-21	·	-1	CON(C)c1nc(OCC#N)nc(N(C)C)n1
13	-3	5	0.47	-1	-12	-21	-11	1	CC(C)N1C(=O)CN(C2CCCCCC2)C(=O)C1c1ccccc1F (stereo not drawn)
-10	-13	29	0.33	22	-3	2[20 µM]	·	-4	CN1C(=O)/C(=C/c2ccccc2OCc2ccccc2F)NC1=S
-3	-16	-18	0.68	-4	-5	11[20 µM]	6	3[fluorescence artefact?]	O=c1c2ccccc2ncn1C1CCCCC1
16	-11	-5	·	4	-15	-14[20 µM]	-6	2	CC(NC(=O)Nc1ccccc1C(F)(F)F)C1CCCO1 (stereo not drawn)
0	-1	1	0.39	-29	-7	-30	3	1	CN1CCN(NC(=O)c2cn(-c3ccccc3)nc2-c2cccs2)CC1
-10	-5	-16	0.012	-8	-7	-15	·	2	Cc1nc2c3ccccc3nc(NNC(=O)CCC(=O)NCCC(C)C)n2n1
-18	-12	-10	-0.26	2	-32	-9[20 µM]	-1	-7	COC(=O)c1ccccc1OCC(=O)N1CCN(c2ccc(OC)cc2)CC1
-13	-1	·	0.7	1	-12	-24	23	0	COC(=O)c1nnn(-c2nonc2N)c1COc1ccc(C=O)cc1OC
8[fluorescence artefact?]	-5	-4	-0.055	2	-16	-12	8	19	CC(C)(C)c1ccc(NC(=O)COC(=O)CCc2nc3ccccc3c(=O)[nH]2)cc1
-8	-9	-21	-0.61	-5	-7	-12	-6	2	C(=N\N1CCN(C2c3ccccc3-c3ccccc32)CC1)/c1cccnc1
-2	2	-2	-0.47	-6	-8	-16	-4	-2	CC(=O)NC1(C(F)(F)F)C(=O)Nc2c1c(=O)[nH]c(=O)n2CCc1ccccc1 (stereo not drawn)
-6	-7	-2	2.6	2	14	-8	-1	1	CCOC(=O)c1sc(-c2ccc(C(F)(F)F)cc2)nc1O
-1[fluorescence artefact?]	2	3	0.052	-2	-16	-16[20 µM]	-18	8[fluorescence artefact?]	COCCCNC(=O)CCc1ccc(S(=O)(=O)Nc2ccc(C)cc2)cc1
-5	-12	25	0.6	-12	-6	-13	-13	1	Cc1ccc(Oc2ccc(C=O)cn2)cc1
6	29	-5	0.18	-3	-7	-15	4	3[fluorescence artefact?]	CC(C)(C)C1CCc2c(sc(NC(=O)c3ccncc3)c2C(N)=O)C1 (stereo not drawn)
4	-14	15	-1.4	4	-4	-5	-3	-7	CCOC(=O)C1=C(N2CCCCC2)c2cc3c(n2C1=O)CCCC3
-11	1	-4	0.015	-2	-10	-23	0	3	Cc1nn(CC2CC2)c(=O)n1-c1ccccc1F
-5	23	-26	·	-3	-5	-5[20 µM]	1	-7	Cc1ccccc1Cn1ccc(-c2ccc(Cl)cc2)c(C#N)c1=O
6	-4	-6	·	-2	-13	-3[20 µM]	-3	16	O=C(NCc1cccnc1)c1cccnc1Sc1ccc(Cl)cc1
-4	-14	-16	-0.8	-4	-4	-11[20 µM]	-12	0[fluorescence artefact?]	COc1cc(C(=O)NCc2nnc(SCC(=O)N3CCCCC3)o2)cc(OC)c1OC
-11	3	-9	0.75	-11	-2	-19	6	1	Cc1ccnc(NC(=O)c2cccc([N+](=O)[O-])c2C)c1
8	-3	0	0.029	-5	1	-15	0	1	CCOc1ccc2[nH]c(=O)c(CN(Cc3ccc(C)cc3)C(=O)N3CCCC3)cc2c1
-1	1	-8	0.42	2	2	-16	-2	1	CC(C)COC(=O)NC1c2ccccc2Oc2ccccc21
-11	-23	3	·	-2	-8	-20	5	5	COc1ccc(NC(=O)/C(C#N)=C\c2ccc(OCc3ccc(C(=O)O)cc3)c(OC)c2)cc1
0	-9	-10	-0.4	-2	-9	-5	19	3	COc1ccc(C(CNC(=O)c2ccc(S(=O)(=O)N(C)C)cc2)N(C)C)cc1 (stereo not drawn)

Another view of 3 compounds above:
C(=N\N1CCN(C2c3ccccc3-c3ccccc32)CC1)/c1cccnc1
  14-3-3 Bad inh = -8	p47phox inh = -9	hK5 inh = -21	KCC2 mod = -0.61	thrombin 1536 = -5	EBV gp42 block = -7	Furin inhibitor = -12	Rad51 HR inh = -6	eIF4E-4G inh = 2
Cc1ccnc(NC(=O)c2cccc([N+](=O)[O-])c2C)c1
  14-3-3 Bad inh = -11	p47phox inh = 3	hK5 inh = -9	KCC2 mod = 0.75	thrombin 1536 = -11	EBV gp42 block = -2	Furin inhibitor = -19	Rad51 HR inh = 6	eIF4E-4G inh = 1
Cc1ccccc1Cn1ccc(-c2ccc(Cl)cc2)c(C#N)c1=O
  14-3-3 Bad inh = -5	p47phox inh = 23	hK5 inh = -26	KCC2 mod = ·	thrombin 1536 = -3	EBV gp42 block = -5	Furin inhibitor = -5[20 µM]	Rad51 HR inh = 1	eIF4E-4G inh = -7

(next part)
14-3-3 Bad inh	p47phox inh	hK5 inh	KCC2 mod	thrombin 1536	EBV gp42 block	Furin inhibitor	Rad51 HR inh	eIF4E-4G inh	Compound
42[fluorescence artefact?]	-1	-10	0.16	8	-19	-25[20 µM]	0	0	CCOC(=O)C1CCN(Cc2c(F)cccc2Cl)CC1
2	-7	5	-0.78	0	-19	-22	·	2	COc1ccc(OC)c(C(Nc2ccccc2)P(=O)(OC(C)C)OC(C)C)c1 (stereo not drawn)
-6	-23	22	-2.4	9	8	-17	0	-12	CC1=C(C#N)C(c2cn(-c3ccccc3)nc2-c2cccs2)C(C#N)=C(C)N1
3	-1	-13	-0.02	3	-13	-19	-4	0	CCOc1ccc(CCNC(=O)c2oc3c(c2C)-c2[nH]ncc2CC3)cc1OCC
-1	-2	1	·	0	-1	-11	-2	4	FCCCOc1ccc(/C=N/OCc2ccc(Cl)cc2)cc1
3	-3	-6	-0.57	-2	-18	-15	-2	9	O=C(NCc1ccc2c(c1)OCO2)C1CCCN(S(=O)(=O)c2cccc3cccnc23)C1 (stereo not drawn)
-10	2	-61	0.041	0	-6	-21	·	2	CCOC(=O)c1c(-c2ccc(F)cc2)cn2ccccc12
8	-4	-19	·	2	-30	-30	·	34*[fluorescence artefact?]	CCOc1ccc(-n2c(-c3ccco3)n[nH]c2=S)cc1
-18[fluorescence artefact?]	-30	-21	-2.6	-15	11	-12	-2	-3[fluorescence artefact?]	O=C(CN1C(=O)NC(Cc2c[nH]c3ccccc23)C1=O)Nc1cccc(S(=O)(=O)N2CCCCCC2)c1 (stereo not drawn)
6	-21	-4	-0.26	-16	-2	-11[20 µM]	0	-1	COCCNCC(=O)NCC12CC3CC(CC(C3)C1)C2
7	-7	-1	1.8	1	-6	-11	-8	-2	C=CCSc1nc(Oc2ccccc2)c2sccc2n1
10	-3	-6	0.67	8	-12	-17[20 µM]	-34	0	Cc1cccc(N(CC(=O)Nc2ccc(F)cc2)S(C)(=O)=O)c1
0	-7	·	-1.7	·	-9	-15[20 µM]	-8	4	Cc1ccc(C(CC(=O)NCc2ccco2)c2ccc(OC(C)C)cc2)cc1 (stereo not drawn)
-4[fluorescence artefact?]	-3	-2	-1.5	-5	-9	-11[20 µM]	1	6[fluorescence artefact?]	C=CCNC(=O)c1ccccc1NS(=O)(=O)c1ccccc1
-25[fluorescence artefact?]	2	-7	0.55	0	-7	-9	5	-2	O=C(Nc1ncc(S(=O)(=O)c2ccc([N+](=O)[O-])cc2)s1)c1ccc2ccccc2c1
0	-3	-1	·	-4	-8	-13	-9	7	OC(COc1ccc(OCC(O)CN2CCCCCC2)cc1)CN1CCCCCC1 (stereo not drawn)
0	-5	-12	1.6	-4	12	-9[20 µM]	3	-2[fluorescence artefact?]	COc1ccc(OC)c(S(=O)(=O)Nc2cccc(C(C)=O)c2)c1
-15	-19	-1	7.3*	4	-4	-9	1	-9	O=C(Nc1nnc(C2=COCCO2)o1)c1ccc(Cc2ccccc2)cc1
-1	-13	-2	-0.77	-1	-22	-24	3	-5	CCn1c(CC(=O)Nc2ccccc2)nnc1SCc1nc2ccccc2c(=O)[nH]1
-3	-8	0	·	-3	3	-14	3	3	Cc1nn(C)c(C)c1S(=O)(=O)N(CC(=O)N1CCc2ccccc2C1)c1ccc(C(C)C)cc1
-4	-12	-2	0.043	3	-13	-19[20 µM]	·	-12	O=C(N/N=C/c1ccc(F)cc1)c1ccc(Br)cc1
8	-48	-8	-2.1	-14	-55	-3	-9	5[fluorescence artefact?]	CCOC(=O)/C=c1\s/c(=C\c2ccccc2C)c(=O)n1CC(=O)NCc1ccc2c(c1)OCO2
-1	-13	4	1.8	4	-12	-13[20 µM]	-5	5	O=C(N/C=N/OCc1ccc(Cl)cc1Cl)NOCc1ncc(C(F)(F)F)cc1Cl
0	-14	0	0.33	2	-7	-16	7	2	O=C(NCc1ccc(F)cc1)c1ccc(CS(=O)(=O)c2ccc(Br)cc2)o1
-15	5	-12	4.3	1	13	0	-125	-3[fluorescence artefact?]	CCOc1ccc2nc(/N=C/c3nc(-c4ccccc4)oc3O)sc2c1
4	-1	-3	·	3	9	-9[20 µM]	-11	1	C=CCn1c(SCCOc2ccccc2)nnc1C(C)NC(=O)c1ccccc1 (stereo not drawn)
-20	6	0	2.4	0	0	-19	·	1	O=C(Nc1ccc(F)cc1)Nc1nnc(-c2ccccc2)o1
9	-5	4	2.3	0	4	-23[20 µM]	-1	0	CN(c1ccc(C(=O)N2CCCCC2)cc1)S(C)(=O)=O
13	-8	-12	0.29	-4	-14	-21	·	-1[fluorescence artefact?]	Cc1cc([N+](=O)[O-])nn1CCCC(=O)Nc1sc2c(c1C(N)=O)CCCC2
-2	-3	-1	-0.31	-3	-7	-9	9	0	O=S(=O)(Nc1ncnc2sc3c(c12)CCC3)c1cc(F)ccc1F
1	-7	-1	·	-4	-4	-21	-2	-16	CC1CCN(S(=O)(=O)c2ccc3c(c2)CCN3C(=O)CCC(=O)O)CC1
-21	-1	-15	1	6	-6	-16	41*	-2	N#CCC(=O)NNC(=S)Nc1ccccc1C(F)(F)F
-9	-12	-14	-0.11	-2	1	-14	6	8	CC(C)CC(=O)NC(=S)Nc1ccc(S(=O)(=O)N2CCN(C)CC2)cc1
-2	-10	-17	·	-4	-18	5	15	1	CCN(CC)C(=O)CSc1nnc(-c2ccccc2)n1-c1ccccc1
2	-22	-15	0.0055	-1	0	-12	5	1	CCOc1ccc(NS(=O)(=O)c2cc(NC(=O)CCC(=O)c3cccs3)ccc2Cl)cc1
-10	0	4	·	4	-11	-24[20 µM]	-1	3	O=C(NC(=S)NC1CCSC1=O)c1ccccc1Cl (stereo not drawn)
-1	-9	1	-0.17	-6	-4	-24	·	-3	COc1ccccc1CNC(=O)C(=O)NCC1OCCN1S(=O)(=O)c1cccs1 (stereo not drawn)
-5	-10	1	-0.034	2	-1	4[20 µM]	-3	-5	COc1ccc([N+](=O)[O-])cc1/C=N/NC(=O)/C(=C\c1cccs1)NC(=O)c1ccccc1
-4[fluorescence artefact?]	5	-10	·	1	-7	-21	3	0	Cc1cc(-c2n[nH]c(=S)n2-c2ccccc2C)cs1
